From PubChem
b-catenin transl: modulators of beta-catenin nuclear translocation, primary screen, imaging, HeLa cells, immunofluorescence, high-content. nuclear translocation activity, % at 5 µM. 190,000 compounds, 0.3% hits. AID 1665, 2009;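 active = nuclear translocation activity above 50% at 5 µM, with a well cell count of 50 or more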;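 also: per-cell ratio of nuclear to cytoplasmic median beta-catenin stain intensity; plate controls were DMSO negative control for no effect and GSK-3 inhibitor IX positive control for full effect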
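Test system: human HeLa cells, native beta-catenin. Compound dosing: 5 µM primary single dose, 0.1% DMSO, 0.02–20 µM confirmation series. Incubation: compound exposure 24 h at 37°C. Detection: beta-catenin immunostaining with DAPI counterstain, 20x imaging, 6 fields/well. Read-out basis: Nuclear/cytoplasmic beta-catenin signal ratio, % activation.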
Autophagy HCS: autophagy modulators in MEF cells, primary screen, imaging, high-content, MEF GFP-LC3; MEF GFP-LC3 puncta imaging; test concentration mostly 10 µM; calls only at 10 µM (by protocol); 190,000 compounds, 0.98% hits; AID 463193, 2010;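 active = percentage of spot-positive cells more than 3 SD above its plate mean, without a fluorescence outlier flag or 80% toxicity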;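 also: spot-positive cell cutoff set from DMSO-treated cells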
P. falciparum M17LAP: P. falciparum M17LAP inhibitors, primary screen, biochemical, fluorogenic H-Leu-NHMec substrate, 1536-well (AID 1619) | Leucine aminopeptidase (Plasmodium falciparum (isolate 3D7)) | recombinant M17LAP, H-Leu-NHMec fluorogenic kinetic assay; higher % means a stronger effect | one-dose inhibition, % at 30 µM; IC50 in µM for titrated hits | 220,000 compounds, 0.38% hits;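 active = compound inhibiting the enzyme by more than half at any dose during confirmatory dose-response retesting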;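 also: plate controls were full reaction with DMSO carrier for no effect and no enzyme background for full effect; strong numbers were not always called active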
WT yeast gro inh: growth inhibition of WT strain, primary screen, mitochondrial fusion inhibitor project, WT and mutant strains, chemical genetic | mitochondrial fusion phenotypic screen | inhibition, % at 10 µM | 190,000 compounds, 2.1% hits | AID 1362, 2008; in the data active = inhibition above about 58%; tested in S. cerevisiae
Dynein transport: inhibitors of GR-EGFP nuclear translocation, primary screen, dynein cargo transport inhibitor project, imaging, high-content, 3617.4 mouse cells; test concentration mostly 20 µM; stimulated with dexamethasone, 1 µM; stronger effect = lower value; z-score, hits read low; 220,000 compounds, 0.47% hits; AID 1381, 2008;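 active = plate z-score of nuclear minus cytoplasmic receptor signal below a set negative limit, without overly bright fluorescence or cell loss, cut at about -3.5 in these data, passing the limit was not always enough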;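 also: z-score of nuclear minus cytoplasmic ring GR-EGFP intensity difference per well; some compounds called inactive have numbers as strong as hits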
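Also added – dexamethasone, 1.0 µM final · Buffer or medium – tet-free, stripped-serum medium · Schedule – induction 48 h, compound 1 h, agonist 30 min · Detection – formaldehyde fixation, Hoechst nuclear stain, 10x automated fluorescence imaging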
Yfh1-depleted yeast: enhancers of respiration in Yfh1-depleted yeast, dose response, Friedreich's ataxia, plus single-dose screen (AID 1465). S. cerevisiae Yfh1-off respiration, WST-1 reduction, 72 h; higher fold induction means a stronger effect. one-dose fold induction at 50 µM; EC50 in µM for titrated hits. 220,000 compounds, 0.074% hits;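 active = fold induction of absorbance versus untreated yeast above a set limit, then at least 30% activation at any dose in follow-up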;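 also: activators that raise dye reduction in frataxin-depleted yeast; strong numbers were not always called active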
T cell modulator: modulators of CD8 T cell-vesicle binding, primary screen, mouse 2C CD8+ T cells, flow cytometry. 2C CD8+ T cell-vesicle binding; stronger effect = lower value. calls only at 7 µM. 330,000 compounds, 0.068% hits;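 active = response, share of CD8 T cells binding vesicles, and their 90th percentile fluorescence all below set limits, cut at about 80% in these data, passing the limit was not always enough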
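Assay system – 2C mouse CD8+ T cells · Also added – QL9-loaded Drosophila micro-vesicles · Timing – Cell–vesicle co-incubation 1.5 h at 37 °C, staining 20 min on ice · Signal – flow cytometry of vesicle-bound cells · Measure – percent CD8+ FL2 mean versus row control · Controls – Peptide-free naked vesicles (low) and QL9 vesicles with 0.7% DMSO vehicle (high)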
M1AAP inhibition: P. falciparum M1AAP inhibitors, biochemical, fluorogenic H-Leu-NHMec substrate, 1536-well (AID 1445) | Aminopeptidase N (Plasmodium falciparum (isolate 3D7)) | 220,000 compounds, 0.42% hits | inhibition, % at 30 µM; hits with a dose series show IC50 in µM | recombinant M1AAP, H-Leu-NHMec fluorogenic kinetic assay; higher % means a stronger effect;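 active = primary inhibition above the hit cutoff, then over 50% inhibition at one or more dose response concentrations, cut at about 23% in these data, passing the limit was not always enough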;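 also: plate controls were DMSO full reaction for no effect and no enzyme background for full effect; strong numbers were not always called active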
MT stabilize HCS: microtubule stabilizers in HeLa cells, primary screen, imaging, high-content imaging | 200,000 compounds, 0.83% hits | % tubulin-high responders, % at 10 µM | HeLa tubulin immunostaining HCS, 24 h; share of cells brighter than vehicle mean+2SD;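 active = plate Z-score above 3 for both tubulin-high and condensed-nucleus cell shares, with cell loss under 80%, at 10 µM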;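 also: anti alpha tubulin signal scored within the nucleus-defined area of each cell; some results filed as inactive read as strong as hits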
WT yeast gro inh mutant strain: second read-out of WT yeast gro inh, no call of its own (marks repeat the call); inhibition, %; mitochondrial fusion phenotypic screen, mutant strain inhibition
Dynein transport cytoplasmic EGFP: second read-out of Dynein transport, no call of its own (marks repeat the call); z-score; measured here: cytoplasmic GR-EGFP intensity; stronger effect = higher value
Dynein transport nuclear GR-EGFP: also measured in Dynein transport; calls as there; z-score; measured here: nuclear GR-EGFP intensity;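 lower value marks the stronger effect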
Dynein transport cell count: also measured in Dynein transport; calls as there; z-score; measured here: cell count per field
b-catenin transl cell count 5 µM: second read-out of b-catenin transl, no call of its own (marks repeat the call); cell count; measured here: cell count, cytotoxicity flag
T cell modulator vesicle-bound %: further read-out of T cell modulator, marked with its call; double positive events, %; measured here: CD8+ vesicle-bound cell fraction;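 binding gate set so that unloaded-vesicle control wells show 10% double positive cells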
MT stabilize HCS Hoechst-high %: further read-out of MT stabilize HCS, marked with its call; % Hoechst-high responders; measured here: nuclear condensation Hoechst responders;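 share of cells brighter than vehicle mean plus two SD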
MT stabilize HCS cytotoxicity %: recorded beside MT stabilize HCS, whose call it bears; toxicity, %; measured here: cytotoxicity by cell density;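 0% = mean cell density of plate MIN control wells and 100% = no cells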
Autophagy HCS cell loss 18 h: recorded beside Autophagy HCS, whose call it bears; toxicity, %; measured here: cell loss, nuclei count;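 cell loss after 18 h compound exposure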
An asterisk follows results filed as active; i = inactive; x = not tested or not shown; & = joins results of further samples.

molecule	b-catenin transl	b-catenin transl cell count 5 µM	Autophagy HCS	Autophagy HCS cell loss 18 h	P. falciparum M17LAP	WT yeast gro inh	WT yeast gro inh mutant strain	Dynein transport	Dynein transport cytoplasmic EGFP	Dynein transport nuclear GR-EGFP	Dynein transport cell count	Yfh1-depleted yeast	T cell modulator	T cell modulator vesicle-bound %	M1AAP inhibition	MT stabilize HCS	MT stabilize HCS Hoechst-high %	MT stabilize HCS cytotoxicity %
O=C(NCC1CCCO1)c1onc(CSc2cccc3ccccc23)c1C(=O)O (stereo unspecified)	0.2	1317	i	3	41%	0	-5	-0.28	-0.22	-0.77	0.16	i	i	38	3%	3.2	1.8	3.4
COc1cc(/C=N/NC(=O)CCC(=O)Nc2ccc(C)cc2)ccc1O	1.6	1045	i	2	5%	1	-14	1.4	-0.29	0.39	0.02	i	i	56	7%	5.3	1.1	4.5
Cc1c(C(=O)N2CCOCC2)sc(NC(=O)Cc2ccccc2)c1C#N	-0.6	1501	i	-4	6%	-21	-5	0.0043	-0.23	0.051	0.62	i	i	44	9%	4.9	1.7	8.8
CCOC(=O)c1cnc(-n2nc(C)cc2C)nc1N(CC)CC	2.2	1006	i	4	-1%	70*	53*	-1.5	-0.14	-0.44	1.5	i	i	27	0%	3.1	2.1	7.5
CCOC(=O)C1(Cc2cccc(OC)c2)CCN(Cc2cccc(OC)c2OC)CC1	2.7	1009	i	-31	-5%	10	3	-0.042	-0.29	0.03	0.26	i	i	65	-1%	4.4	2.5	4.9
CC(C)(C)c1ccc(-c2n[nH]c(=S)n2/N=C/c2ccncc2)cc1	-2.4	924	i	7	-16%	7	-9	0.37	-0.2	-0.24	-0.22	i	i	41	11%	2.5	2.5	9.9
COc1ccc(N2Nc3n[nH]c(N)c3N2)cc1	-0.1	1248	i	-4	10µM*	-4	6	0.5	-0.22	0.26	0.42	i	i	16	5%	2.7	2.1	3.7
CCOc1ccccc1NC(=O)C(Sc1nnc2ccccn12)c1ccccc1 (stereo unspecified)	0.8	1041	i	13	-1%	2	22	0.64	-0.18	0.25	-0.22	i	i	24	9%	4.8	1.3	5.5
O=C(Nc1ccccn1)C(NS(=O)(=O)c1cccc2nsnc12)c1ccccc1 (stereo unspecified)	x	x	i	12	1%	-2	-9	-1.1	0.64	-0.3	0.56	i	i	36	16%	6.9	1.9	10
Cc1ccc(C)c(NC(=O)c2ccc(N(C)S(C)(=O)=O)cc2)c1	-3.0	1258	i	31	0%	0	-6	0.29	-0.23	0.32	0.86	i	i	8	5%	2.0	0.9	3.7
O=C(NCc1cccs1)C1CCC(CNS(=O)(=O)c2ccccc2)CC1 (stereo unspecified)	-5.1	1134	i	9	-1%	-4	-6	-0.43	-0.22	-0.18	0.55	i	i	1	3%	2.3	2.3	3.1
COc1cc(Br)cc(/C=N/c2ncn[nH]2)c1O	1.3	972	i	2	27%	-14	-3	-0.6	-0.23	-0.15	0.4	i	i	17	12%	4.3	3.0	3.7
CSc1ccc(S(=O)(=O)N2CCN(Cc3ccc4c(c3)OCO4)CC2)cc1	-0.9	1103	i	11	-3%	30	20	-0.37	-0.16	0.034	0.64	i	i	56	-9%	3.0	1.8	1.1
CCOc1ccc(NC(=O)CC2Nc3ccccc3NC2=O)cc1 (stereo unspecified)	-1.0	938	i	21	1%	-7	-12	0.26	-0.15	0.16	-1.1	i	i	45	6%	3.4	2.3	3.2
CCOC(=O)N1CCC(NC(=O)CCc2c(C)nc3c(c(C)nn3C(C)(C)C)c2C)CC1	-1.6	1131	i	-1	2%	-7	3	-0.45	-0.27	0.035	0.39	i	i	21	-3%	2.3	3.6	14
Cc1ccc(SCC(=O)Nc2cccc(C)c2)cc1	-2.2	1122	i	-17	-2%	11	-3	1.7	-0.15	1.2	-1.1	i	i	20	-7%	x	x	x
O=C(CCn1c(=O)oc2ccccc21)Nc1ccccc1	-1.2	1154	i	-12	7%	-6	3	-0.95	-0.23	-0.33	1.5	i	i	45	3%	2.2	1.4	6.2
Cc1noc(/C=C/c2nn(C)cc2Cl)c1[N+](=O)[O-]	-0.7	1091	x	x	-2%	x	x	-3.2	0.21	-1.8	1	i	i	27	1%	x	x	x
Cc1ccc(-n2c(SCC(=O)Nc3ncc(Cl)cc3Cl)nc3ccccc32)cc1	1.4	512	i	-3	19%	74*	44*	0.67	-0.29	0.047	0.2	i	i	34	1%	3.4	1.1	1.0
COc1ccc(N2CCN(C(=O)COc3ccccc3)CC2)cc1	-3.1	969	i	19	10%	10	6	-0.88	-0.096	-0.11	0.29	i	i	35	-2%	3.1	2.1	16
CCN1C(=O)/C(=C2/Sc3ccccc3N2CCCS(=O)(=O)O)SC1=S	4.2&0.2	1481&1125	i	-11	-23%&48%	18&13	10&13	1.4&2.4	-0.19&-0.24	1.1&0.58	-1&-1.1	i	i	49	18%&5%	1.8&3.5	2.1&0.5	6.0&0.7
Cc1ccnc(NC(=O)c2ccc3c(c2)S(=O)(=O)c2ccccc2C3=O)c1	-1.7	1388	x	x	9%	x	x	0.59	-0.18	0.76	-1.5	i	i	18	6%	x	x	x
CCCCCc1nc2ccccc2c(=O)n1N	2.5	650	i	-1	7%	-6	6	2	-0.13	1.3	-1.9	i	i	57	6%	3.3	2.0	0.4
COc1ccc(CCNC(=O)c2cc3c(C)nccc3[nH]c2=O)cc1OC	-1.1	1157	i	14	-6%	10	4	-0.33	-0.29	-0.07	0.56	i	i	29	2%	4.1	2.5	4.9
CCC(CC)c1nc(C#N)c(NC(C)c2ccccc2)o1 (stereo unspecified)	-1.2	455	i	11	-6%	13	-7	-0.56	0.3	-0.15	0.15	i	i	30	-1%	4.9	3.8	0.5
N#CCCNc1ccc(OCCC#N)cc1	1.9	1132	i	7	-4%	13	13	1.9	-0.02	1.6	-0.62	i	i	17	5%	5.7	2.1	6.0
Cn1c(SC/C=C/c2ccccc2)nnc1-c1ccco1	-2.8	1105	i	-6	11%	-10	-2	-0.62	-0.19	-0.0071	1.8	i	i	26	3%	9.9	4.7	96
CC1CCN(S(=O)(=O)c2ccc(C(=O)N3CCN(c4ccccc4F)CC3)cc2)CC1	1.8	914	i	-23	0%	26	18	-0.34	-0.23	-0.057	0.69	i	i	31	2%	1.5	1.5	5.9
COC(=O)CCCCC(=O)C1C(=O)CC(C)(C)C(C(=O)OC)C1=O (stereo unspecified)	0.5	1090	i	5	11%	0	-1	-1	0.21	-0.24	1	i	i	43	5%	3.1	1.2	2.7
CCCn1c(N2CCN(C(=O)Nc3ccc(Cl)cc3)CC2)nc2ccccc21	2.4	892	i	-11	x	-5	0	-0.41	-0.33	-0.028	1.2	i	i	53	x	1.5	1.7	8.0

Reprinted at random: two compounds from above, in no set order.
molecule	b-catenin transl	b-catenin transl cell count 5 µM	Autophagy HCS	Autophagy HCS cell loss 18 h	P. falciparum M17LAP	WT yeast gro inh	WT yeast gro inh mutant strain	Dynein transport	Dynein transport cytoplasmic EGFP	Dynein transport nuclear GR-EGFP	Dynein transport cell count	Yfh1-depleted yeast	T cell modulator	T cell modulator vesicle-bound %	M1AAP inhibition	MT stabilize HCS	MT stabilize HCS Hoechst-high %	MT stabilize HCS cytotoxicity %
CCCCCc1nc2ccccc2c(=O)n1N	2.5	650	i	-1	7%	-6	6	2	-0.13	1.3	-1.9	i	i	57	6%	3.3	2.0	0.4
CCOC(=O)c1cnc(-n2nc(C)cc2C)nc1N(CC)CC	2.2	1006	i	4	-1%	70*	53*	-1.5	-0.14	-0.44	1.5	i	i	27	0%	3.1	2.1	7.5

(cont.)
molecule	b-catenin transl	b-catenin transl cell count 5 µM	Autophagy HCS	Autophagy HCS cell loss 18 h	P. falciparum M17LAP	WT yeast gro inh	WT yeast gro inh mutant strain	Dynein transport	Dynein transport cytoplasmic EGFP	Dynein transport nuclear GR-EGFP	Dynein transport cell count	Yfh1-depleted yeast	T cell modulator	T cell modulator vesicle-bound %	M1AAP inhibition	MT stabilize HCS	MT stabilize HCS Hoechst-high %	MT stabilize HCS cytotoxicity %
Cc1cnc(C(=O)OCC(=O)Nc2ccc(C)c(S(=O)(=O)N(C)C)c2)cn1	1.1	1318	x	x	x	x	x	-0.3	-0.68	-0.36	-0.42	i	i	29	x	x	x	x
O=C(COC(=O)Cc1ccsc1)Nc1ccccc1	1.2	1084	i	1	-3%	-11	-22	0.08	-0.23	0.092	0.057	i	i	62	1%	2.2	2.1	10
CCN(CC)c1ccc2c(C)c(CO)c(=O)oc2c1	1.6	957	i	-13	-85%	9	10	-0.16	-0.33	0.18	1.1	i	i	64	13%	2.2	2.1	0.8
Cc1onc(-c2ccccc2)c1C(=O)N1CCOCC1	1.5	924	i	-1	5%	0	0	0.12	2.1	1.3	-1.4	i	i	34	3%	2.2	1.9	7.4
